Pin1 inh: qHTS Assay to Find Inhibitors of Pin1; Potency, µM (highest dose often 115 µM), for inactives: top-dose activity, negative = inhibition, usual class: inhibitors; AID 504891, 2011; 0.009% of 390,000 active; Peptidyl-prolyl cis-trans isomerase NIMA-interacting 1 (Homo sapiens), Q13526; Pin1 FP peptide displacement, HiFluor488, 10 min; active = well fitted inhibition curve with a large enough effect in the polarisation, with a control signal flat, not every such curve was filed as active; inconclusive = small, poorly fitted or top-dose-only effect, or effect the other way, or a change in a side signal; inactive = no such curve, though single readings can be large or run the other way; the % refers to the polarisation; note: potency is the fitted concentration of half-maximal effect; % is set by controls: 0 for no effect and ±100 for the full control effect
Target sequence (Q13526 whole entry, looked up): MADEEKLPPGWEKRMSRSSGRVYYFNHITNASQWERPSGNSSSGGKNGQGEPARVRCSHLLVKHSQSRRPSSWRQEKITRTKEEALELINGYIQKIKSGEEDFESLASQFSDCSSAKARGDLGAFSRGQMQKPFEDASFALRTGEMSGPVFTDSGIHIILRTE
GLS inh: qHTS for Inhibitors of Glutaminase (GLS). GLS enzymatic activity, qHTS titration. Glutaminase kidney isoform, mitochondrial (Homo sapiens), O94925. AID 624170, 2012. 0.21% of 410,000 active. Potency, µM (series often up to 45.5 µM), for the others: top-dose activity change, negative = inhibition, actives largely listed as inhibitors; note: potency is the fitted concentration of half-maximal effect; % is set by controls: 0 for no effect and ±100 for the full control effect
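hKGA; 45 mM KH2PO4 pH 8.2 + 0.02% Tween-20; cpd via pin tool; 1 mM Gln soln; GluOx/HRP/Amplex Red; RT 30 min; fluor. t0 & final.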
TrxR1 substrate: qHTS Assay for Substrates of Mammalian Selenoprotein Thioredoxin Reductase 1 (TrxR1): qHTS | Potency, µM (top dose mostly 114 µM), inactives show at the top dose activity change, negative = substrate turnover | AID 588456, 2011 | 0.01% of 390,000 active | Thioredoxin reductase 1, cytoplasmic (Rattus norvegicus), O89049 | purified TrxR1 substrate turnover, NADPH consumption readout; note: potency is the fitted concentration of half-maximal effect; % is set by controls: 0 for no effect and ±100 for the full control effect; nearly all actives have a fitted effect of over 50% in size
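Rat TrxR1, dispensed at 90 nM, was prereduced with 400 uM NADPH (final) for 5 min at ~22 deg C, then incubated with compound 15 min before 400 uM selenite. A first-read NADPH fluorescence drop versus no-compound background flagged substrates.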
PI4K2A inh: qHTS for small molecular inhibitors of PI4K2A; AID 1346378, 2018; activity change, negative = inhibition, % at 76.9 µM; 0.13% of 420,000 active; purified PI4K2A, ADP-Glo luminescence, 1 h; hits give low values; in the data active = activity change below about -50%; inconclusive = mostly about -30% to -49%;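 note: -100% = wells without enzyme as full effect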
Target sequence (Q9BTU6 whole entry, looked up): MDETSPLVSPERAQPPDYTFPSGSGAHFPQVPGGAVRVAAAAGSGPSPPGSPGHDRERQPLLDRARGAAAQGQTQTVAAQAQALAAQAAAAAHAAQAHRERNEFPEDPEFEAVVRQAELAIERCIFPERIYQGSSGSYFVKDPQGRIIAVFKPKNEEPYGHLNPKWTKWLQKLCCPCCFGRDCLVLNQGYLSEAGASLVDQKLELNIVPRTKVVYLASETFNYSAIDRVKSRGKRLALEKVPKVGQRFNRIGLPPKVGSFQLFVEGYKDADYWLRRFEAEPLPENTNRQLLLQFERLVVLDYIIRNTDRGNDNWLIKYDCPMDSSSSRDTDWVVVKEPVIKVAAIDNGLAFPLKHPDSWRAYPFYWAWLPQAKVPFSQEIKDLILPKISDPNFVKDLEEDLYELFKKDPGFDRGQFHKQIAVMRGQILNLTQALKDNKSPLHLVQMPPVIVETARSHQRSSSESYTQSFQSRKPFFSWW
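In this quantitative HTS, ADP production by PI4K2A was quantified luminescently after 1 h at ambient temperature; 100 microM adenosine served as plate-quality control.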
HP1b binding inh: HTS for Inhibitors of HP1-beta Chromodomain Interactions with Methylated Histone Tails; 0.56% of 390,000 active; AlphaScreen HP1-beta / biotin-H3K9me3 peptide binding; AID 540317, 2011; Chromobox protein homolog 1 (Homo sapiens), P83916; Potency, µM (series often up to 114 µM), without a hit: at the top dose activity change, negative = inhibition, usual class: inhibitors; note: potency is the fitted concentration of half-maximal effect; nearly all actives have a fitted effect of over 70% in size; inactives centre near 23
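Compound inhibition of the preformed complex between 50 nM HP1-beta and 50 nM biotinylated H3K9me3 peptide was read by AlphaScreen. Buffer was PBS pH 7.4 with 0.01% Tween-20. Incubations ran 30 min at room temperature, with 10 ug/mL donor/acceptor beads.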
USP1-UAF1 inh: Inhibitors of USP1/UAF1: Primary Screen. recombinant USP1/UAF1, Ub-Rhodamine cleavage fluorescence. Potency, µM (series often up to 57.1 µM), inactives show at the top dose activity change, negative = inhibition, hits mostly inhibitors. 0.23% of 390,000 active. AID 743255, 2014; note: potency is the fitted concentration of half-maximal effect; % is set by controls: 0 for no effect and ±100 for the full control effect; nearly all actives have a fitted effect of over 60% in size; inactives centre near -12
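In this screen, compounds sit with the deubiquitinase complex (1nM) for 15 min at room temperature before Ub-Rho is added at 150nM final. Fluorescence rise is then followed for 6 reads every 60 seconds.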
mIDH1 inhibitor: qHTS for Inhibitors of mutant isocitrate dehydrogenase 1 (IDH1): qHTS; Isocitrate dehydrogenase [NADP] cytoplasmic (Homo sapiens), O75874; IDH1-R132H enzyme, NADPH consumption, diaphorase/resazurin fluorescence; Potency, µM (titrated, usually from 76.6 µM), without a hit: at the top dose activity change, negative = inhibition, most hits filed as inhibitors; 0.093% of 390,000 active; note: potency is the fitted concentration of half-maximal effect; % is set by controls: 0 for no effect and ±100 for the full control effect; nearly all actives have a fitted effect of over 65% in size
Target sequence (O75874 whole entry R132H, stated change not applied): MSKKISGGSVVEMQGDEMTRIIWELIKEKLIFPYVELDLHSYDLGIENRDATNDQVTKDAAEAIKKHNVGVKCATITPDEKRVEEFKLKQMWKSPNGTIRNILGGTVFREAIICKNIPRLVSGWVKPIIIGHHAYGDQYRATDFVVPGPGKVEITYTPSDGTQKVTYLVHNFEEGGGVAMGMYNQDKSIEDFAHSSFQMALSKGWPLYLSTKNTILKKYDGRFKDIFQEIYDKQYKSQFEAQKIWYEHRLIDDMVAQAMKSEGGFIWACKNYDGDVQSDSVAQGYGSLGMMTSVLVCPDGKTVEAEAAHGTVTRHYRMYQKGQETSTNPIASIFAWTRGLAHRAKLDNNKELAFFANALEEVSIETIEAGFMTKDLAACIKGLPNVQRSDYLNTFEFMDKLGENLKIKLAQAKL
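IDH1-R132H (0.5 ug/mL dispensed) in pH 7.5 Tris buffer was preincubated 30 min with compound, then given a substrate mix of 0.016 mM NADPH and 2 mM alpha-KG for 80 min at room temperature; remaining NADPH was read by diaphorase/resazurin fluorescence.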
rTrxR1 inhibitor: qHTS Assay for Inhibitors of Mammalian Selenoprotein Thioredoxin Reductase 1 (TrxR1): qHTS | 1% of 390,000 active | recombinant rTrxR1, NADPH fluorescence consumption, selenite substrate | Potency, µM (highest dose often 114 µM), for the others: at the top dose activity change, negative = inhibition, actives largely listed as inhibitors; note: potency is the fitted concentration of half-maximal effect; % is set by controls: 0 for no effect and ±100 for the full control effect; nearly all actives have a fitted effect of over 65% in size
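Rat TrxR1 (90 nM in the dispensed reagent) was pre-reduced with 400 uM NADPH for 5 min at room temperature, then incubated with compound for 15 min. After 400 uM selenite was added, NADPH fluorescence (Ex 340/Em 450 nm) was followed for 8 min.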
PGK inhibitor: qHTS Assay to Find Inhibitors of Phosphoglycerate Kinase. Potency, µM (series often up to 57.5 µM), inactives show at the highest dose activity change, negative = inhibition, most hits filed as inhibitors. AID 602233, 2012. 0.043% of 380,000 active. Phosphoglycerate kinase, glycosomal (Trypanosoma brucei brucei), P07378. PGK/GAPDH coupled, Kinase-Glo luminescence, 60 min; note: potency is the fitted concentration of half-maximal effect; % is set by controls: 0 for no effect and ±100 for the full control effect; nearly all actives have a fitted effect of over 60% in size
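Luminescent ATP detection (Kinase-Glo Plus) follows a 60-minute room-temperature incubation, with wells lacking PGK as controls. Buffer: 100 mM TEA (pH 7.6), 5 mM MgCl2, 0.01% Tween-20. Coupling enzyme GAPDH (100 nM final) supplies unstable 1,3-BPG in-well.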
Active calls of the source: *; i = inactive; ? = inconclusive; nt = no result given; [ ] = another dose, or the depositor's remark. Unless noted, calls come from the whole dose curve; as a rule, active = well fitted curve in the direction sought with a large enough effect; inconclusive = small, poorly fitted or top-dose-only effect, or another doubt; inactive = no such curve, though single readings can be large; an effect the other way counts as inactive or inconclusive.

SMILES	Pin1 inh	GLS inh	TrxR1 substrate	PI4K2A inh	HP1b binding inh	USP1-UAF1 inh	mIDH1 inhibitor	rTrxR1 inhibitor	PGK inhibitor
O=S1(=O)N[C@H](c2ccccc2)C[C@H](c2ccc(C(F)(F)F)cc2)O1	?	3%	4%[57.1 µM]	2	40%[activator]	-14%	-7%	27%[57.1 µM]	-11%
Cc1ccc(CN2C(=O)C(CC(C)C)Nc3ncnc(N4CCN(c5ccccn5)CC4)c32)cc1 (centres undefined)	12%	6%	-6%	-6	19%	14%	-12%	7%[57.1 µM]	2%
O=C1CC(c2ccccc2)Cc2[nH]c(=O)c(C(=O)Nc3cccc(F)c3)cc21 (centres undefined)	4%	1%	4%[57.1 µM]	-4	42%[activator]	-1%	14%	13%[57.1 µM]	i
Cc1ccc2nc3c(cc(C(=O)NCC4CCCO4)c(=N)n3C3CCCC3)c(=O)n2c1 (centres undefined)	0%	1%	nt	17	37%	3%	0%	68%[activator]	5%
C/C(CC(=O)NCc1ccco1)=N\NC(=O)Cc1ccc(Cl)cc1	-1%	7%	7%[57.1 µM]	-5	39%	-16%	-2%	-10%[57.1 µM]	6%
Cc1cc(Cl)ccc1NC(=S)NCc1ccccc1Cl	9%	-1%	-5%[11.4 µM]	-3	29%	?	3%	-20%[11.4 µM]	-23%
C=CCOc1ccc(/C=C/C(=O)OCC(=O)NCC(=O)Nc2c(C)cc(C)cc2C)cc1	11%	3%	-2%	3	14%	-10%	1%	-5%	-10%
Cc1cccc(N2CCN(CC(O)COc3ccc4ccccc4c3)CC2)c1 (centres undefined)	10%	-1%	-3%[2.29 µM]	-1	-3%[57 µM]	2%	-5%	-10%[2.29 µM]	7%
Cc1ccc(C)c(N2CCN(C(=O)CCc3c(C)nc4c(c3C)c(=O)n(C)c(=O)n4C)CC2)c1	-2%	-7%	7%	-9	26%	-23%	-5%	26%	i
Cc1cc2ncc(-c3ccc(Cl)cc3)c(N)n2n1	-1%	-6%	-6%	-2	43%[activator]	-17%	0%	0%	i
CCN(CC)C(=O)CSc1nnc2nnc3cc(Cl)ccc3n12	?	0%	6%[57.1 µM]	-13	3%	?	15%	14%[11.4 µM]	6%
O=C(NCCN1CCCOC1=O)C(=O)NCCN1CCCOC1=O	-4%	16%	-2%	-2	28%	8%	-2%	-7%	0%
COc1ccc(S(=O)(=O)NC2(C(F)(F)F)N=C3SCCN3C2=O)cc1 (centres undefined)	6%	3%	7%	-1	31%[activator]	9%	-4%	7%	-2%
O=C(O)COc1cccc2ccccc12	-3%	-2%	12%	1	38%	-9%	4%	20%	i
CC(C)c1ccc(OCC(=O)NCc2ccccc2)cc1	0%	-4%	8%[2.29 µM]	-2	35%	-6%	8%	14%[57.1 µM]	0%
COc1ccc(-c2cn3cccnc3n2)cc1NC(=O)Nc1cc(C)ccc1C	?	-6%	-2%	-10	7%	?	-12%	-3%	i
CCC1CCCCN1C(=O)CSc1n[nH]c(-c2ccccc2Cl)n1 (centres undefined)	-3%	0%	-2%[57.1 µM]	0	23%[57 µM]	-11%	0%	12%[57.1 µM]	0%
COc1ccc(Br)cc1CN(C)CC(=O)Nc1c(Cl)cccc1Cl	1%	-5%	-10%	-7	53%[activator]	-13%	3%	-5%	0%
COc1ccc(NC(=O)C(NC(=O)/C=C\c2ccc3c(c2)OCO3)c2ccc(C)cc2)cc1 (centres undefined)	-2%	-13%	13%[2.29 µM]	2	-2%	-4%	-2%	26%	-2%
CCOc1ccc(C(=O)NC2CCN(C(=S)NCc3ccco3)CC2)cc1	-1%	14%	-6%	-3	42%[activator]	-21%	0%	9%	6%[11.5 µM]
CCOC(=O)c1ccc(NC(=O)c2oc(=O)c3ccccc3c2-c2ccccc2)cc1	-5%	1%	8%[57.1 µM]	-2	13%	-19%	0%	26%[57.1 µM]	-7%
COc1cccc(CNC(=O)Cc2ccc(OC)c(S(=O)(=O)N3CCOCC3)c2)c1	-3%	3%	-14%	-5	-2%	3%	-2%	-11%	1%
COc1ccc(C(=O)Nc2cc3cc(Cl)ccc3oc2=O)cc1OC	-3%	-10%	6%	-4	19%	10%	0%	12%	i
O=C(c1ccc(Cn2cc(Br)cn2)cc1)N1CCN(c2ccccc2)CC1	8%	15%	5%	5	-9%	-1%	1%	9%	-6%
Cc1cccc(C)c1NC(=O)Cn1nnnc1N	-3%	-3%	5%[11.4 µM]	5	60%[activator]	-12%	2%	?	0%
Cc1cccc(C)c1NC(=O)CNC(=O)Cc1c[nH]c2ccccc12	1%	-4%	-3%	0	19%	-14%	5%	2%	i
Cn1c(=O)c2c(nc(NCCCN3CCOCC3)n2Cc2cccc(Cl)c2)n(C)c1=O	0%	18%	3%	6	19%	-5%	1%	?	-2%
CCCCCCCNC(=O)C1(CC2CC(c3cccc(Br)c3)=NO2)CCN(C(=O)c2cc(OCC)c(OCC)c(OCC)c2)CC1 (centres undefined)	3%	-2%	-6%[57.1 µM]	-3	52%[activator]	?	2%	14%	-5%
COc1ccc(N2CCN(C(=O)COC(=O)CNC(=O)c3ccc(C)cc3)CC2)cc1	1%	29%	-7%	0	6%	-3%	0%	-15%	-8%
O=C(COc1ccccc1[N+](=O)[O-])Nc1cc(Cl)ccc1C(=O)O	1%	-1%	-9%	-1	27%	-8%	3%	6%	i

Part of the list above, with values under each structure:
Results follow in this order: Pin1 inh, GLS inh, TrxR1 substrate, PI4K2A inh, HP1b binding inh, USP1-UAF1 inh, mIDH1 inhibitor, rTrxR1 inhibitor, PGK inhibitor
- COc1ccc(S(=O)(=O)NC2(C(F)(F)F)N=C3SCCN3C2=O)cc1 (centres undefined)
 : 6%, 3%, 7%, -1, 31%[activator], 9%, -4%, 7%, -2%
- O=C(O)COc1cccc2ccccc12
 : -3%, -2%, 12%, 1, 38%, -9%, 4%, 20%, i
- CC(C)c1ccc(OCC(=O)NCc2ccccc2)cc1
 : 0%, -4%, 8%[2.29 µM], -2, 35%, -6%, 8%, 14%[57.1 µM], 0%
- COc1ccc(-c2cn3cccnc3n2)cc1NC(=O)Nc1cc(C)ccc1C
 : ?, -6%, -2%, -10, 7%, ?, -12%, -3%, i
- CCC1CCCCN1C(=O)CSc1n[nH]c(-c2ccccc2Cl)n1 (centres undefined)
 : -3%, 0%, -2%[57.1 µM], 0, 23%[57 µM], -11%, 0%, 12%[57.1 µM], 0%

Other results.
SMILES	Pin1 inh	GLS inh	TrxR1 substrate	PI4K2A inh	HP1b binding inh	USP1-UAF1 inh	mIDH1 inhibitor	rTrxR1 inhibitor	PGK inhibitor
C/C(=N\NC(=O)C1CC1)c1ccc(Cl)cc1	2%	-2%	8%[57.1 µM]	4	12%	-1%	1%	6%[57.1 µM]	-4%
CCn1nnc2sc3c(c2c1=O)CCC(C)C3 (centres undefined)	1%	5%	12%	-1	92%[activator]	-18%	3%	13%	-3%
CSc1nc(N)nc(SCC(=O)Nc2cccc(F)c2)c1C#N	-6%	-4%	13%	-6	29%	5%	-1%	12%	-4%
Cc1ccc(CSc2nc(-c3ccccc3)c(C#N)c(=O)[nH]2)cc1	?	9%	-2%	-2	30%	-20%	-3%	-3%	-4%
CCCC[C@H]1CCCO[C@@](C(=O)NCc2cc(C)n(C)n2)(C(F)(F)F)C1	-4%	nt	-5%	nt	36%	nt	nt	-2%	nt
O=C(O)Cn1nnc(-c2cccs2)n1	-2%	4%	-10%	-1	11%	-1%	-1%	-11%	-2%
COc1cc(CNCCN2CCOCC2)ccc1OCc1ccc(Cl)cc1	-8%	-8%	3%	6	16%	-10%	7%	-2%	-5%
CC(=O)c1ccc(-n2ccc(=O)cc2)cc1	-7%	7%	2%	-1	13%	2%	-4%	-1%	2%
CCOC(=O)NC1(NCc2ccccc2)Oc2ccccc2O1	?	?	2%[57.1 µM]	8	?	-4%	-5%	32µM*	5%
O=C1C2CC=CCC2C(=O)N1c1n[nH]c(-c2ccccc2)n1 (centres undefined)	-6%	4%	-3%	2	19%	-10%	7%	-6%	-7%
Cc1ccc(Cn2c(C)cc3c(c2=O)C(c2cccs2)C(C#N)=C(N)O3)cc1 (centres undefined)	-4%	0%	10%	5	23%	-11%	2%	33%	-10%
Cc1ccc(S(=O)(=O)/N=C(/Nc2ccc3[nH]c(=O)[nH]c3c2)c2ccccc2)cc1	6%	0%	-6%[57.1 µM]	6	3%	4%	9%	7%[57.1 µM]	21%
CC1CCN(CCCNC(=O)c2n[nH]c(=O)c3ccccc23)CC1	-1%	13%	4%	19	17%	-2%	0%	6%	0%

Some of the compounds tested; the hit share may differ from the screen's.
